STAT3 act: IL-6 driven STAT3 reporter potentiators, primary screen, U3A cells, luciferase, luminescence, MLSCN library | IL-6 STAT3-luciferase reporter; 100% = signal with IL-6 EC80 alone | activation (% of control), % at 5.6 µM | 190,000 tested, 0.91% active;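 active = activation above the screen-wide mean of compound activation plus 3 SD, cut at about 130% in these data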;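 also: 0% = background luminescence of wells with medium and substrate only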
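System – human U3A cells carrying STAT3-luciferase construct · Probe or stimulus – Interleukin-6, 33 ng/mL · Schedule – compound 1 h, then IL-6 6 h at 37 °C · Signal – luminescence from STAT3-driven luciferase reporter · Evaluation – percent of IL-6-only median luminescence · Benchmarks – IL-6-only high control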
STAT3 blocker: IL-6 driven STAT3 reporter inhibitors, primary screen, U3A cells, luciferase, luminescence, MLSCN library | 190,000 tested, 0.89% active | IL-6 STAT3-luciferase reporter; host cell line lacks STAT1 | inhibition, % at 5.5 µM | AID 862, 2007;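 active = inhibition above the mean inhibition across all screened compounds plus 3 SD, cut at about 44% in these data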;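 also: 0% = DMSO only wells and 100% = 100 µM nifuroxazide control wells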
Hsp70 act: Hsp70 transcriptional activators, primary screen, cell-based, HeLa, Hsp70 promoter luciferase, luminescence, 10 µM. 200,000 tested, 0.04% active. HeLa Hsp70 promoter luciferase reporter; scaled: vehicle 0, proteasome-inhibitor control 100%. AID 1203, 2008. activation, % at 10 µM;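 active = activation above the mean across all tested compounds plus 3 SD, cutoff set per campaign, cut at about 5.5% in these data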;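 also: 100% = MG132 at 30 µM as the positive control and 0% = DMSO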
STAT1 activator: STAT1 signaling activators, primary screen, cell-based, HTS, luciferase reporter | NIH 3T3 STAT1-luciferase reporter, IFN-gamma, luminescence; 100% = IFN-gamma alone, no compound | activation (% of control), % at 5.5 µM | 200,000 tested, 2.6% active | AID 932, 2007;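 active = activation above the screen-wide mean activation plus 3 SD, cut at about 130% in these data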;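 also: raw ratio to IFN-gamma control signal so 100% means no change and 0% no light; values of inactives mirror those of a sister screen read the other way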
STAT1 blocker: STAT1 signaling inhibitors, primary screen, cell-based, HTS, luciferase reporter | inhibition, % at 5.5 µM | NIH 3T3 STAT1-luciferase reporter, IFN-gamma, luminescence | AID 920, 2007 | 200,000 tested, 0.35% active;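 active = inhibition above a set limit, the mean inhibition across all tested compounds plus 3 SD, cut at about 34% in these data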;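 also: 0% = IFN-gamma with DMSO and 100% = IFN-gamma with 300 µM nifuroxazide; values of inactives mirror those of a sister screen read the other way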
NF-kB expr up: activators of NF-kB expression in neurons, primary screen, cell-based, HTS; human neuronal cells, NF-kB reporter expression; active compounds read high; fold change at 12.5 µM; 190,000 tested, 1.6% active; in the data active = fold change above about 3.3
APP transl inh: inhibitors of APP translation via 5'UTR reporter, primary screen, APP 5'UTR luciferase, SH-SY5Y cells; SH-SY5Y APP 5'UTR-luciferase reporter, luminescence; inhibition, % at 2 µM; AID 1285, 2008; 190,000 tested, 0.82% active;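 active = inhibition above a set limit, derived from the sample mean plus 3 SD, cut at about 45% in these data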; also: values of inactives mirror those of a sister screen read the other way
APP 5'UTR act: activators of APP 5'UTR luciferase reporter, primary screen, SH-SY5Y cells. 190,000 tested, 1% active. SH-SY5Y APP 5'UTR luciferase reporter, luminescence; zero percent = DMSO vehicle wells. activation, % at 2 µM;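 active = activation above a set limit, based on mean plus 3 SD of controls, cut at about 140% in these data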; also: values of inactives mirror those of a sister screen read the other way
RAM network inh: inhibitors of the yeast RAM network, primary screen, dse1pr::URA3 reporter, 5-FOA selection | AID 868, 2007 | inhibition, % at 50 µM | S. cerevisiae dse1pr::URA3 reporter, 5-FOA growth OD615, 2 d; analog-sensitive cbk1-as2 kinase mutant strain | 190,000 tested, 1.8% active;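 active = inhibition above a set limit, 3 SD over mean compound inhibition, cut at about 8.4% in these data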;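 also: 0% = DMSO-only wells with no growth and 100% = 10 µM 1-NA-PP1 full growth; inhibition rescues growth on 5-FOA so higher OD means more RAM inhibition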
FLuc inh counter: firefly luciferase enzyme inhibitors, primary screen, artefact control for luciferase-based inhibitor screens, biochemical, luminescence, ATPLite; Luciferin 4-monooxygenase (Photinus pyralis), P08659; 10 min; inhibition, % at 10 µM; 200,000 tested, 1.5% active; AID 1006, 2008;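 active = inhibition above about 50% when tested at 10 µM, limit read from the data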
Target sequence (P08659 whole entry, looked up): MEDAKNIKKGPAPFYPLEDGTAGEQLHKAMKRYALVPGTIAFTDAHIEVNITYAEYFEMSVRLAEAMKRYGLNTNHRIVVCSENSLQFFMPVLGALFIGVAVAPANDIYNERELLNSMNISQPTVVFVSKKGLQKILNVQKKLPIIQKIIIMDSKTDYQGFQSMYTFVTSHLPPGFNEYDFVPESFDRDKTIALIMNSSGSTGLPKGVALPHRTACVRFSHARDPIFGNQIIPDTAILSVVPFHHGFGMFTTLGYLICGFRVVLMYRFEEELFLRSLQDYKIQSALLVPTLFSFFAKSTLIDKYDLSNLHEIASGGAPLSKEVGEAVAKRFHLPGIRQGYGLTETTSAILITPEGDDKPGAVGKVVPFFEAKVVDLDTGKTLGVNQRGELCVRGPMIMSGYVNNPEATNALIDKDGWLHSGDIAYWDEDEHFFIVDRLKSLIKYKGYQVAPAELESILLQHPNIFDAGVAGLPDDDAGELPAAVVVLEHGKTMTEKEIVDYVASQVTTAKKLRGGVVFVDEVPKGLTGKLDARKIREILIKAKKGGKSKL
* marks the source's active call; other numbers are inactive results; · = no result given.

SMILES	STAT3 act	STAT3 blocker	Hsp70 act	STAT1 activator	STAT1 blocker	NF-kB expr up	APP transl inh	APP 5'UTR act	RAM network inh	FLuc inh counter
CCN(CC)S(=O)(=O)c1ccc(Nc2cc(C)nc3ncnn23)cc1	98	11	-0.2	100	0	1.1	-3	3	2.6	-4
O=S(=O)(NC1c2cccc3cccc(c23)C1N1CCNCC1)c1ccccc1 (configuration not stated)	105	1	-0.1	104	-4	0.96	16	-17	1.4	-6
Cc1ccc(C2NC(=S)NC3=C2C(=O)CCC3)cc1 (configuration not stated)	98	8	-0.1	103	-5	1	-5	5	1.0	-4
O=C(NCCc1cccs1)C1CC(c2ccccc2[N+](=O)[O-])=NO1 (configuration not stated)	131	-26	-0.2	118	-20	2.8	-49	49	-0.6	-8
COc1ccccc1N(CC(=O)NCC(C)C)S(=O)(=O)c1cccs1	101	-4	-0.4	106	-7	1.1	-10	10	-0.4	-4
Cc1cccc(NC(=O)NCC(c2cccnc2)N2CCOCC2)c1 (configuration not stated)	104	-2	-0.3	107	-7	1	4	-4	0.9	-12
CC(C)CC(=O)Nc1nc(=S)ss1	96	6	0.1	95	6	1	·	·	0.0	-3
O=[N+]([O-])c1cc(/C=N/Nc2nc3ccccc3[nH]2)c(O)cc1O	115	-14	0.0	116	-18	2.1	50*	-50	1.6	20
CC(C)(C)NC(=O)C(c1ccccc1)N(C(=O)C1CSC(=O)C1)c1ccccc1 (configuration not stated)	106	-5	-0.4	104	-4	1.2	-12	12	0.8	-7
Cc1ccc(Cc2nc(-c3ccncc3)no2)cc1	98	12	0.0	103	-3	1.3	22	-22	-1.0	-5
CSc1cccc(NC(=S)N(CCCN2CCCC2)Cc2cccs2)c1	86	19	0.1	99	0	0.77	10	-10	2.3	-5
O=C(Nc1ccccc1)Nc1nc(-c2ccc(F)cc2)cs1	90	11	0.0	110	-11	1.2	-26	26	3.1	-3
S=C(NCc1ccco1)Nc1ccc(Br)cc1Cl	97	8	-0.1	116	-21	2.4	-1	1	2.6	0
CCc1nc2sc3c(c2c(=O)n1NC(=O)CCl)CCCC3	93	10	-0.4	97	4	0.8	16	-16	3.7	-2
CCSc1nc(N)c(C#N)c(-c2ccccc2Cl)c1C#N	98	3	-0.2	97	5	1.1	8	-8	1.9	-3
CC(=O)N(c1ccccc1C)C1CCCC1	93	11	-0.5	99	2	1.1	-10	10	1.1	-8
CCCNC(=O)C/C(C)=N/NC(=O)COc1ccc(C)cc1Br	102	-3	-0.3	96	4	1.4	-8	8	1.5	6
CC(=O)Nc1cc(C(=O)N(C)Cc2ccco2)ccc1Sc1ccc(C)cc1	100	0	-0.3	101	-1	1.4	9	-9	1.6	-4
CC(Nc1n[nH]c(=S)[nH]c1=O)C(=O)OCc1ccccc1 (configuration not stated)	102	2	-0.4	98	0	1.1	19	-19	2.9	-2
O=C(Nc1ccc(-c2ccc3nncn3n2)cc1)c1ccc(Br)o1	86	24	-0.2	98	2	0.99	17	-17	1.6	-2
Cc1ccc2c(c1)c(C)cc(=O)n2CCC(=O)O	93	13	0.1	102	-2	0.89	-1	1	2.1	-4
CCCC(=O)N1c2ccccc2[C@@H](N(C(C)=O)c2ccccc2)C[C@H]1C	103	8	0.1	93	8	0.9	4	-4	1.2	-5
Cc1ccc(-c2csc3nc(C)n(-n4c(C)ccc4C)c(=O)c23)o1	105	-2	0.1	102	-2	0.98	14	-14	2.6	-5
CCc1ccc(OCC(=O)Nc2cccc3c2CCCC3)cc1	95	9	-0.3	114	-15	1.1	7	-7	2.8	-6
COc1ccccc1NC(=O)CN(C)S(=O)(=O)c1cc(C)ccc1OC	99	7	0.1	104	-4	1.1	-13	13	2.5	-8
COc1ccc(C2=NOC(C(=O)NCc3ccccc3)C2)cc1 (configuration not stated)	103	2	0.4	113	-14	1.3	30	-30	2.6	-3
COc1ccc(-c2cc(C3CCN(c4cc(Cl)nc(N)n4)CC3)[nH]n2)cc1	79	28	-0.3	94	7	0.38	-4	4	1.0	-7
CSc1ccc(C#N)cc1NC(=O)c1ccccc1	104	1	-0.3	105	-9	1.1	8	-8	0.5	-2
O=C(COC(=O)c1cccnc1Cl)Nc1ncc(Cl)cc1Cl	98	2	-0.2	95	5	1.1	-33	33	2.0	-3
CCCN(CCC)C(=O)c1ccc2c(c1)OCO2	101	2	-0.5	98	2	1.3	-5	5	1.0	-4

Laid out differently: 4 of the compounds above
CCc1ccc(OCC(=O)Nc2cccc3c2CCCC3)cc1
  STAT3 act = 95
  STAT3 blocker = 9
  Hsp70 act = -0.3
  STAT1 activator = 114
  STAT1 blocker = -15
  NF-kB expr up = 1.1
  APP transl inh = 7
  APP 5'UTR act = -7
  RAM network inh = 2.8
  FLuc inh counter = -6
COc1ccccc1NC(=O)CN(C)S(=O)(=O)c1cc(C)ccc1OC
  STAT3 act = 99
  STAT3 blocker = 7
  Hsp70 act = 0.1
  STAT1 activator = 104
  STAT1 blocker = -4
  NF-kB expr up = 1.1
  APP transl inh = -13
  APP 5'UTR act = 13
  RAM network inh = 2.5
  FLuc inh counter = -8
O=C(COC(=O)c1cccnc1Cl)Nc1ncc(Cl)cc1Cl
  STAT3 act = 98
  STAT3 blocker = 2
  Hsp70 act = -0.2
  STAT1 activator = 95
  STAT1 blocker = 5
  NF-kB expr up = 1.1
  APP transl inh = -33
  APP 5'UTR act = 33
  RAM network inh = 2.0
  FLuc inh counter = -3
CCCC(=O)N1c2ccccc2[C@@H](N(C(C)=O)c2ccccc2)C[C@H]1C
  STAT3 act = 103
  STAT3 blocker = 8
  Hsp70 act = 0.1
  STAT1 activator = 93
  STAT1 blocker = 8
  NF-kB expr up = 0.9
  APP transl inh = 4
  APP 5'UTR act = -4
  RAM network inh = 1.2
  FLuc inh counter = -5

More results follow.
SMILES	STAT3 act	STAT3 blocker	Hsp70 act	STAT1 activator	STAT1 blocker	NF-kB expr up	APP transl inh	APP 5'UTR act	RAM network inh	FLuc inh counter
CCOC(=O)c1ccccc1NC(=S)N1CC(C)CC(C)C1 (configuration not stated)	93	8	-0.2	94	7	1.1	-25	25	-0.2	-3
Cn1nc(-c2ccccc2)c(-c2nc(-c3ccccc3Cl)no2)c1Cl	91	13	-0.2	99	1	1.1	2	-2	4.0	-7
CCOc1ccc(/C=C2\N=C(c3cccs3)OC2=O)cc1OC	96	3	-0.4	100	0	1.4	12	-12	0.6	8
CSCCC(NC(=O)c1ccccc1)C(=O)Nc1ccc(C)cc1 (configuration not stated)	107	-10	-0.2	91	10	1.3	-4	4	3.2	-4
COc1cccc(-n2ccnc2SCC(=O)N2CCc3ccccc32)c1	105	-6	1.4	100	-1	1.1	-7	7	1.1	-5
Cc1ccccc1-n1c(=O)cc(N2CCCCCC2)[nH]c1=O	103	-3	-0.3	103	-2	1	2	-2	0.5	2
Cc1cccc(C(=O)NC2CCN(CC(=O)NCc3cccs3)CC2)c1	106	-4	-0.2	97	1	1.1	-9	9	-0.4	-1
Cc1ccc(S(=O)(=O)NN2Cc3ccccc3C2=N)cc1	100	1	-0.1	98	1	1.1	-6	6	-0.7	-1
CC(C)(C)/C(COc1ccccc1[N+](=O)[O-])=N/O	100	9	-0.2	97	1	1.2	4	-4	0.5	-4
CC(/C=C1\SC(=O)N(CC(=O)Nc2ccc(O)cc2)C1=O)=C\c1ccccc1	104	-2	-0.2	105	-6	0.83	3	-3	5.6	7
O=C(Oc1ccccc1)c1ccc2nsnc2c1	118	-21	-0.3	111	-12	1.1	-2	2	1.3	6
CC(C)c1ccccc1NC(=O)COC(=O)COc1ccccc1[N+](=O)[O-]	108	-8	-0.4	99	0	1.2	5	-5	1.0	-3
O=C(/C=C\Nc1ccccn1)c1ccc(Cl)cc1	21	100*	-0.5	50	56*	1.8	-175	175*	1.9	91*
CCOC(=O)C1=CN(CC2CCCO2)C=C(C(=O)OCC)C1c1ccccc1C(F)(F)F (configuration not stated)	106	5	-0.1	100	-2	0.88	0	-1	0.2	-2
COc1ccc(/C=N/N=C2/CC(C)(C)Cc3n[nH]c(=O)cc32)cc1	93	12	-0.2	108	-10	1.2	-17	17	-0.1	-1
C[C@H](NC(=O)c1nc[nH]c1C(=O)NC1CCN(C(=O)OC(C)(C)C)CC1)C(=O)OCc1ccccc1	·	·	0.0	108	-7	0.39	10	-10	0.2	-2
COC(=O)Cc1c(O)ccn(Cc2ccc(Cl)c(Cl)c2)c1=O	104	-1	-0.2	98	1	1.1	1	-1	1.9	-4
CCCn1cnc2scc(-c3ccc(C)cc3)c2c1=O	97	6	0.0	101	-3	0.77	-39	39	0.1	-7
Cc1ccsc1/C=N/NC(=O)CC(=O)NCC(C)C	95	16	0.1	99	0	0.94	11	-11	0.5	-5
Cc1cc(Br)ccc1NC(=O)c1cnc(N2CCN(c3ccccn3)CC2)c2ccccc12	98	5	-0.3	102	-3	0.42	5	-5	6.3	-5
O=C(NNC(=S)NC(=O)c1ccccc1[N+](=O)[O-])c1ccccc1Cl	108	-7	-0.2	109	-10	0.95	-12	12	1.4	-3
CC(=O)N(C(C)=O)C1=C(C#N)C2(CCCCC2)Cc2ccccc21	101	2	-0.3	94	6	1.1	15	-15	2.9	-4
CCOc1ccccc1NC(=O)NCc1ccc(F)cc1	97	14	-0.3	99	1	0.9	-5	5	-0.4	15
CCn1c(SCC(=O)Nc2cc(C)ccc2C)nc2c(c1=O)SC(C)C2 (configuration not stated)	104	-4	-0.1	97	4	1	-6	6	5.7	-7
CCCCn1c(=S)[nH]c2ccc(N3CCOCC3)cc2c1=O	107	-2	-0.1	109	-10	1.3	-14	14	3.9	-1
CCOc1ccc2nc(Cl)c(/C=C/C(=O)c3ccco3)cc2c1	125	-28	-0.3	96	4	1.8	4	-4	2.3	0
COc1cccc(NC(=O)c2ccccc2-c2nc(-c3ccccc3)no2)c1	103	1	0.5	94	6	0.62	2	-2	2.5	-1
COc1ccc(Cl)cc1Nc1nc(-c2sc(NC(=O)c3ccccc3)nc2C)cs1	74	34	0.0	104	-4	0.95	-6	6	6.5	-4
CCOC(=S)SCc1cn2cccc(C)c2n1	99	2	-0.3	95	6	3.8*	-12	12	1.6	1

Assay outcomes: PubChem, several laboratories
